# DAGLB inhibitor – diacylglycerol lipase beta (human) inhibition; HEK293T DAGLB membrane lysate, EnzChek fluorogenic substrate; inhibition, % at 5.17 µM; 340,000 tested, 0.059% active; AID 504411; in the data active = inhibition above about 34%;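 note: 0% = enzyme with vehicle and 100% = wells lacking enzyme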
# PKA-R2B act – activates the human PKA-R2B holoenzyme complex | 340,000 tested, 0.079% active | activation, % at 11.4 µM | PKA-R2B holoenzyme dissociation, Cy5-IP20 fluorescence polarization; R2B truncated from residue 108, S112A mutant; 0% DMSO only, 100% 113 µM cGMP | P22694+P31323;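 active = activation above a cutoff set at the mean over all compounds plus 3 SD, cut at about 18% in these data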;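 note: higher means more holoenzyme dissociation and a rise in polarization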
# Target sequence (P31323 whole entry, looked up, other chains not shown, the tested form may be a part): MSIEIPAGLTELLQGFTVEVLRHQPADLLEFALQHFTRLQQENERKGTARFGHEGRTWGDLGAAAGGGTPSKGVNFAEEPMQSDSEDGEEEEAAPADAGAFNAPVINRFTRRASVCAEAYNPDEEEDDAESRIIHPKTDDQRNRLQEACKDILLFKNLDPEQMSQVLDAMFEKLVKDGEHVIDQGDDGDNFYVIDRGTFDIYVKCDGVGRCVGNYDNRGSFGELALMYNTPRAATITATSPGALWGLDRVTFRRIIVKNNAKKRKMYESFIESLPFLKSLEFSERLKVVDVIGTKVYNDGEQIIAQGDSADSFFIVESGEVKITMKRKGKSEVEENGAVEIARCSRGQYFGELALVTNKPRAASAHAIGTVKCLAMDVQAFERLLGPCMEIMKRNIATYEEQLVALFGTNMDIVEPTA
# The depositor's hits bear a star. An excerpt; rates above refer to the full screens.
nr	molecule	PKA-R2B act	DAGLB inhibitor
1	C[C@@H]1CN([C@H](C)CO)C(=O)CCCn2cc(nn2)CO[C@H]1CN(C)C(=O)Nc1ccccc1C(F)(F)F	-7	-2
2	CCCCCC(=O)N1C[C@@H](O)[C@H](n2cc(COC(=O)c3ccccc3)nn2)C[C@@H]1c1ccc(Cl)cc1	-4	-6
3	COc1ccc(CN2C(=O)C(CC(=O)NC(c3ccccc3)c3ccccc3)CC(C(=O)N(C)C)=C2C)cc1 (stereo not drawn)	-14	1
4	C[C@@H]1CN([C@H](C)CO)C(=O)CCCn2nncc2CO[C@H]1CN(C)C	3	1
5	COc1ccc(NC(=O)N(C)C[C@H]2OCCCC[C@H](C)Oc3ccc(NS(=O)(=O)c4cn(C)cn4)cc3C(=O)N([C@H](C)CO)C[C@@H]2C)cc1	10	-3
6	C[C@H]1CN([C@@H](C)CO)C(=O)CCCn2nncc2CO[C@H]1CN(C)S(=O)(=O)c1ccc(-n2cccn2)cc1	5	-1
7	COc1cccc(NC(=O)N(C)C[C@@H]2OCc3cnnn3CCCC(=O)N([C@@H](C)CO)C[C@H]2C)c1	-2	-3
8	C[C@@H]1CN([C@@H](C)CO)C(=O)CCCn2nncc2CO[C@@H]1CN(C)S(=O)(=O)c1cccc(C#N)c1	-1	0
9	C[C@H](CO)N1C[C@H](C)[C@@H](CN(C)CC2CCOCC2)Oc2ncc(Br)cc2C1=O	8	-2
10	Cc1ccc([C@H]2C[C@@H](n3cc(C4CC4)nn3)[C@H](O)CN2C(=O)C2CCCCC2)cc1	-1	-3
11	Cc1noc(C)c1NC(=O)N(C)C[C@H]1OCCCC[C@@H](C)Oc2ccc(NS(=O)(=O)c3ccccc3)cc2C(=O)N([C@H](C)CO)C[C@@H]1C	-7	-2
12	C[C@H](CO)N1C[C@H](C)[C@H](CN(C)S(=O)(=O)c2ccc3ccccc3c2)OCc2cnnn2CCCC1=O	-9	-1
13	C[C@H]1CN([C@@H](C)CO)C(=O)CCCn2nncc2CO[C@H]1CN(C)C(=O)Cc1ccccc1	5	-6
14	O=C(Nc1ccn(CCCNCC(c2ccccc2)c2ccccc2)c(=O)n1)OCc1ccccc1	-7	0
15	CCc1nnc(NC(=O)c2ccco2)s1	10	2
16	O=C(c1ccco1)N1CCN(C2CN(Cc3ccc([N+](=O)[O-])cc3)S(=O)(=O)C2)CC1 (stereo not drawn)	-4	-2
17	COCOCCn1cc(CN2CCS(=O)(=O)N(Cc3ccc(-c4ccc(Cl)c(Cl)c4)cc3)C(C(C)C)C2=O)nn1 (stereo not drawn)	6	-3
18	CCCCN1C(=O)C(CC(=O)NCCCN(C)C)CC(C(=O)N2CCOCC2)=C1C (stereo not drawn)	3	-1
19	CCOC(=O)N(C)C[C@H]1OCc2cnnn2CCCC(=O)N([C@@H](C)CO)C[C@@H]1C	-2	-5
20	Cc1ccc(-c2ccc(CN3C(CC(C)C)C(=O)N(Cc4cn(CCC5OCCO5)nn4)CCS3(=O)=O)cc2)cc1 (stereo not drawn)	4	-1
21	COc1ccc(CN(C)C[C@@H]2OCCCC[C@H](C)Oc3ccc(NC(=O)Nc4ccc(F)cc4)cc3C(=O)N([C@H](C)CO)C[C@H]2C)cc1	-2	4
22	CC(C)CC1C(=O)N(Cc2cn(CCC3OCCCO3)nn2)CCS(=O)(=O)N1Cc1ccc(-c2ccccc2)cc1 (stereo not drawn)	8	-1
23	CCN(CC)C(=O)C1=C(C)N(Cc2ccc(OC)cc2)C(=O)C(CC(=O)NCCCCc2ccccc2)C1 (stereo not drawn)	-3	1
24	COc1c2c(c(OC)c3ccccc13)[C@@]1(OC2)O[C@H](CCO)C[C@H](O)[C@H]1O	9	-3
25	O=C(OCc1cn([C@H]2C[C@H](c3ccc(Cl)cc3)N(C(=O)C3CCCCC3)C[C@@H]2O)nn1)c1ccccc1	-5	-4
26	O=C1[C@H]2[C@@H](c3ccc(C(F)(F)F)cc3)N[C@]3(CCCN(CC4CCCCC4)C3=O)[C@H]2C(=O)N1Cc1ccccc1	-6	0
27	COC(=O)[C@H]1C[C@H](OC(=O)NCc2ccccc2)[C@@]2(O)CN(S(=O)(=O)c3ccc(C)cc3)CC2[C@H]1C(=O)OC (stereo partly drawn)	2	-1
28	CC(C)NC(=O)N(C)C[C@H]1OCCCC[C@H](C)Oc2ccc(NS(=O)(=O)c3ccccc3)cc2C(=O)N([C@H](C)CO)C[C@H]1C	-5	-2
29	C[C@H](CO)N1C[C@H](C)[C@H](CN(C)C(=O)Nc2ccccc2F)OCc2cnnn2CCCC1=O	1	4
30	O=C(O)c1ccc(S(=O)(=O)NN=Cc2c[nH]c3ccccc23)cc1	-2	-8
31	COc1cccc(C(=O)N2C(C(C)C)COc3cc(Br)ccc3S2(=O)=O)c1 (stereo not drawn)	2	-16
32	C[C@@H]1CN([C@@H](C)CO)C(=O)c2cc(C#CCN(C)C)cnc2O[C@H]1CN(C)Cc1ccc2c(c1)OCO2	-6	-1
33	COc1ccc([C@H]2C[C@H](O)[C@@H](n3cc(-c4ccc(F)cc4)nn3)CN2C(=O)c2cccs2)cc1	1	-8
34	C[C@@H]1CN([C@@H](C)CO)C(=O)CCCn2nncc2CO[C@H]1CN(C)S(=O)(=O)c1ccc(C#N)cc1	-3	1
35	Cc1noc(C)c1S(=O)(=O)N(C)C[C@H]1OCc2cnnn2CCCC(=O)N([C@H](C)CO)C[C@@H]1C	-4	-3
36	Cc1ccc(C(=O)OCC(=O)Nc2ccc(C)c(S(=O)(=O)N3CCCCC3)c2)o1	8	1
37	CCCCCC(=O)N1C[C@@H](n2cc(-c3ccc(F)cc3)nn2)[C@H](O)C[C@@H]1c1ccc(C)cc1	-7	-5
38	O=C(C1CCCCC1)N1C[C@@H](n2cc(C3CC3)nn2)[C@H](O)C[C@@H]1c1ccc(Cl)cc1	7	-6
39	CC1CCN(C(=O)c2ncn3c2c(=O)[nH]c2cccnc23)CC1	-5	1
40	CC(NS(=O)(=O)c1cccc(Cl)c1F)[C@H](O)c1ccccc1 (stereo partly drawn)	-2	-3
41	CCCCCCN1C[C@H](n2cc(C3CC3)nn2)[C@@H](O)C[C@@H]1c1ccccc1	-6	-4
42	CC(=O)N(c1ccccc1)c1ccccc1[N+](=O)[O-]	-3	-1
43	CCN(CC)C(=O)C1=C(C)N(CCCN2CCCC2=O)C(=O)C(CC(=O)NCCCN(C)C)C1 (stereo not drawn)	-8	3
44	COc1ccc(-n2sc3ccccc3c2=O)cc1	3	3
45	C[C@H](CO)N1C[C@H](C)[C@H](CN(C)S(C)(=O)=O)OCc2ccccc2-c2c(n(C)c3ccccc23)C1=O	-14	-1
46	CSC[C@H]1CN(Cc2ccccc2)C(=O)[C@@H]1CC(=O)Nc1ccccc1	6	2
47	CC1=C(C(=O)N(C)C)CC(CC(=O)NC2CC2)C(=O)N1CCC1=CCCCC1 (stereo not drawn)	1	6
48	COCOCCn1cc(CN2CCS(=O)(=O)N(Cc3ccc(-c4ccc(Cl)nc4)cc3)C(CC(C)C)C2=O)nn1 (stereo not drawn)	-1	-1
49	COc1ccc(CN2C(=O)C(CC(=O)NCCN3CCOCC3)CC(C(=O)N(C)C)=C2C)cc1 (stereo not drawn)	-8	-2
50	Cc1ccc(-c2cc3nc(C)cc(N4CCN(C(=O)c5ccoc5)CC4)n3n2)cc1	-7	-1
51	Cc1ccc(S(=O)(=O)N2C[C@H]3N(C(=O)OC(C)C)N(C(=O)OC(C)C)C[C@H](OC(=O)NC4CC4)[C@@]3(O)C2)cc1	-1	3
52	C[C@H](CO)N1C[C@H](C)[C@H](CN(C)C(=O)NC2CCCCC2)Oc2cc(-c3cccnc3)ccc2S1(=O)=O	1	0
53	O=C(C[C@H]1C[C@@H]2c3cc(NS(=O)(=O)c4ccccc4)ccc3O[C@@H]2[C@H](CO)O1)N1CCOCC1	5	-1
54	Cc1ccc([C@H]2N[C@]3(CCCN(Cc4ccc(Cl)cc4)C3=O)[C@H]3C(=O)N(C)C(=O)[C@@H]23)cc1	8	-3
55	CCOC(=O)N(C)C[C@H]1OCc2cnnn2CCCC(=O)N([C@H](C)CO)C[C@H]1C	-2	-1
56	CC1=C(C(=O)N(C)C)CC(CC(=O)NC(c2ccccc2)c2ccccc2)C(=O)N1CCCN1CCCC1=O (stereo not drawn)	-6	2
57	CC1=C(C(=O)N2CCOCC2)CC(CC(=O)NC(c2ccccc2)c2ccccc2)C(=O)N1Cc1ccc(C(C)(C)C)cc1 (stereo not drawn)	-13	0
58	O=C(OCc1cn([C@@H]2C[C@H](c3ccc(Cl)cc3)N(C(=O)c3cccs3)C[C@H]2O)nn1)c1ccccc1	2	-1
59	Nc1ccn([C@@H]2O[C@H](CNCc3ccc(Oc4cc(-n5cccn5)ncn4)cc3)[C@@H](O)[C@H]2O)c(=O)n1	-5	2
60	COc1ccc(NC(=O)C[C@H]2C(=O)N(c3ccc(OC)cc3)C[C@@H]2C)cc1	-2	0

# The list goes on.
nr	molecule	PKA-R2B act	DAGLB inhibitor
61	COc1cc(Cl)cc(/C=N\NC(=O)c2ccc3c(c2)OCO3)c1O	0	7
62	Cc1ccc(S(=O)(=O)NC[C@H]2O[C@@H](n3ccc(N)nc3=O)[C@H](O)[C@@H]2O)s1	-4	-2
63	C[C@H](CO)N1C[C@H](C)[C@H](CN(C)C(=O)Nc2cccc3ccccc23)OCc2cnnn2CCCC1=O	-3	-1
64	Cn1c(=O)c2c(-c3ccccc3)n(-c3cc([N+](=O)[O-])ccc3O)cc2n(C)c1=O	2	1
65	Cc1cccc(CN(C)C[C@H]2OCc3cnnn3CCCC(=O)N([C@H](C)CO)C[C@@H]2C)c1	-12	-1
66	Cc1ccc([C@@H]2CC(=O)[C@@H]3CN(S(=O)(=O)c4ccc(C)cc4)[C@H](c4cccc5ccccc45)C[C@@H]3N2S(=O)(=O)c2ccc(Cl)cc2)cc1	-4	-14
67	COC(=O)[C@@H](NS(=O)(=O)c1ccc(F)cc1Br)C(C)C	4	0
68	C[C@@H]1CCCCO[C@@H](CN(C)Cc2ccncc2)[C@@H](C)CN([C@H](C)CO)C(=O)c2cc(NC(=O)c3ccccc3)ccc2O1	-4	-1
69	CCCCCCn1c(=O)n2n(c1=O)C[C@]1(OC(=O)NCC3CCCCC3)CN(S(=O)(=O)c3ccc(C)cc3)C[C@]1(O)C2	-4	-3
70	COC(=O)[C@H]1C[C@H](OC(=O)NC2CC2)[C@@]2(O)CN(S(=O)(=O)c3ccc(C)cc3)CC2[C@H]1C(=O)OC (stereo partly drawn)	3	-1
71	C[C@H]1CN([C@@H](C)CO)C(=O)CCCn2cc(nn2)CO[C@@H]1CN(C)S(=O)(=O)c1ccc2ccccc2c1	6	2
72	CCN(CC)C(=O)C1=C(C)N(Cc2ccc(F)cc2)C(=O)C(CC(=O)NCCc2ccccn2)C1 (stereo not drawn)	-11	-2
73	C[C@H](NC(=O)c1ncn2c1C(=O)NC[C@H]2C)c1ccccc1	7	0
74	CNC[C@H]1Oc2cc(Br)ccc2S(=O)(=O)N([C@@H](C)CO)C[C@@H]1C	0	-6
75	CCCCCC(=O)N1C[C@@H](O)[C@H](n2cc(COC(=O)c3ccccc3)nn2)C[C@@H]1c1ccccc1	-12	-1
76	O[C@@H]1CN(CC2CCCCC2)[C@@H](c2ccccc2)C[C@H]1n1cc(-c2ccc(F)cc2)nn1	0	-10
77	COC(=O)C[C@H]1C[C@@H]2c3cc(NC(=O)Nc4ccc(F)cc4)ccc3O[C@@H]2[C@@H](CO)O1	-3	-2
78	CC(C)C1C(=O)N(Cc2cn(Cc3ccco3)nn2)CCS(=O)(=O)N1Cc1ccc(-c2ccccc2)cc1 (stereo not drawn)	2	-1
79	Cc1cccc(NC(=O)c2nc[nH]c2C(=O)N[C@H](C)CO)c1	1	0
80	C[C@@H]1CN([C@@H](C)CO)C(=O)CCCn2nncc2CO[C@H]1CN(C)Cc1ccc(C(F)(F)F)cc1	-6	0

# From PubChem BioAssay
